PABP1 MLLE inh = blocks PAM2 peptide binding to the PABP1 MLLE domain. P11940. GST-MLLE / FITC-PAM2 fluorescence polarization. inhibition, % at 20 µM. 360,000 compounds, 0.36% hits. AID 588489; in the data active = inhibition above about 35%, passing the limit was not always enough;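 note: plate controls were DMSO wells with GST-MLLE for no effect and wells lacking GST-MLLE protein for full effect; some results filed as inactive read as strong as hits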
Rpn11 inh = blocks the human proteasome subunit Rpn11 | O00487 | human 26S proteasome, Ub4-pepOG fluorescence polarization; 20S core pre-blocked with epoxomicin | calls only at 20 µM | 360,000 compounds, 0.59% hits | AID 588493;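 active = inhibition at 20 µM, scaled to each plate's controls, above about 33%, limit read from the data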
CSN inh = CSN deneddylation inhibition; Purified CSN, SCF-Nedd8-OG deneddylation, fluorescence polarization; Q92905; 360,000 compounds, 0.38% hits; AID 651999; inhibition, % at 12.5 µM;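 active = pattern-corrected inhibition above about 35%, with an unprinted fluorescence ratio check between 0.5 and 1.5, limit read from the data, passing the limit was not always enough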;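 note: 0% = enzyme with substrate and 100% = substrate without enzyme; some results filed as inactive read as strong as hits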
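Material: purified human Csn5 enzyme expressed in HEK293T cells / Medium: Tris buffer pH 7.5, NaCl, DTT, Tween-20, trehalose, ovalbumin / Compound dosing: 12.5 µM single point / Schedule: 90 min incubation of compound, enzyme and substrate at room temperature / Signal: fluorescence polarization of the substrate / Control set: no-enzyme wells high, enzyme-with-substrate wells low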
Scp-1 inhibitor = inhibitors of human Scp-1 phosphatase | Q9GZU7 | Recombinant Scp1, phosphopeptide, malachite green phosphate absorbance | inhibition, % at 20 µM | 340,000 compounds, 0.88% hits;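 active = inhibition above about 50% at 20 µM, limit read from the data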;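 note: plate controls were DMSO wells with enzyme for no effect and wells lacking enzyme for full effect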
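assay system = SCP-1 phosphatase catalytic domain, residues 76-261 | buffer or medium = 50 mM Tris acetate pH 5.5, 0.005% Tween-20, 10 mM MgCl2 | incubation = enzyme reaction 45 min at room temperature, colour 5 min, stabilisation 30 min | signal = Phosphate-binding colour reagent, absorbance read at 630 nm | measure = % inhibition at 20 µM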
LMPTP block = blocks human LMPTP phosphatase | 360,000 compounds, 0.22% hits | inhibition, % at 20 µM | recombinant LMPTP-A, OMFP fluorogenic substrate, fluorescence intensity | P24666;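 active = compounds that cut the enzyme signal by at least half of the control window in the single-dose screen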;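 note: plate controls were DMSO wells with enzyme plus substrate for no effect and substrate without enzyme for full effect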
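Assay system: LMPTP-A, protein tyrosine phosphatase of low molecular weight / Medium: pH 6.0 Bis-Tris buffer with DTT and Triton X-100 / Schedule: 50 min enzyme reaction at room temperature, protected from light / Measured by: endpoint fluorescence intensity from OMFP dephosphorylation / Read-out basis: % inhibition relative to no-enzyme and uninhibited control wells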
DNMT1 block = DNMT1 (human) enzyme inhibition; P26358; DNMT1 molecular beacon, Hinp1I cleavage, fluorescence; inhibition (reported as % activation of signal), % at 10 µM; 360,000 compounds, 0.83% hits; AID 588458; in the data active = inhibition above about 50%
TbMetRS inhib = Trypanosoma brucei MetRS inhibition | AID 624268 | inhibition, % at 11.9 µM | purified T. brucei MetRS, ATP depletion, Kinase-Glo luminescence | 360,000 compounds, 0.4% hits;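 active = inhibition above a per-plate cutoff of the control wells' mean inhibition plus 3 SD, cut at about 5.5% in these data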;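 note: 0% = DMSO wells median and 100% = median of wells with control inhibitor compound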
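Test system – parasite MetRS enzyme · Reagent – substrates ATP, L-methionine and bulk Escherichia coli tRNA · Doses – 11.9 µM compound single dose, 0.9% DMSO · Times – 15 min enzyme-compound preincubation, 2 h reaction, 10 min detection, 25 °C · Signal – Kinase-Glo luminescence, ATP depletion format · Controls – DMSO-only wells as low control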
SUMO1-SIM PPI = alters human SUMO1 binding to SIM partners | P63165 | SUMO1 binding to a labelled peptide, TR-FRET, 1 h | inhibition, % at 20 µM | 360,000 compounds, 0.33% hits; in the data active = inhibition above about 37%
STEP block = blocks human striatal-enriched tyrosine phosphatase | P54829 | recombinant STEP, OMFP fluorogenic substrate, fluorescence | inhibition, % at 20 µM | 360,000 compounds, 0.25% hits | AID 588621;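 active = inhibition at 20 µM, scaled per plate between control wells, above about 37%, limit read from the data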;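 note: 0% = DMSO with enzyme and substrate and 100% = substrate only without enzyme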
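Measure: Control-normalized % inhibition with plate pattern correction | Test system: STEP phosphatase, cell-free reaction | Medium: pH 6.0 Bis-Tris with DTT and Tween 20 | Technique: Fluorescence, 480/540 nm | Times: Reaction 20 min, ambient temperature | Doses: Single compound dose of 20 µM, 1% DMSO final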
NadD inh = blocks S. aureus nicotinate mononucleotide adenylyltransferase | purified NadD enzyme, colorimetric absorbance read-out | inhibition, % at 20 µM | 360,000 compounds, 0.78% hits; in the data active = inhibition above about 26%; note: some compounds past the cut are filed as inactive
Starred values were filed as active, the others as inactive; i = inactive.

SMILES | PABP1 MLLE inh | Rpn11 inh | CSN inh | Scp-1 inhibitor | LMPTP block | DNMT1 block | TbMetRS inhib | SUMO1-SIM PPI | STEP block | NadD inh
CC[C@@H]1C(=O)OC[C@@H]1Cc1cncn1C | -10.2 | i | 1.4 | 3.8 | -1.6 | 1.6 | -0.4 | -2.8 | -0.3 | -0.1

These rows are one share of the data; rates above refer to the full screens.
